From PubChem
BoNT-F LC inh – blocks Botulinum neurotoxin F light chain protease. Multiplex microsphere protease cleavage assay, flow cytometry. inhibition, % at 10 µM. 360,000 tested, 0.22% active. AID 588497; in the data active = inhibition above about 35%, passing the limit was not always enough; inconclusive = no clear call, values can overlap the other calls; also: plate controls were buffer without enzyme for full effect and enzyme alone for no effect
BioA inh – BioA (M. tuberculosis) enzyme inhibition; purified M. tuberculosis BioA enzyme, plate reader; inhibition, % at 9.99 µM; 360,000 tested, 0.096% active; AID 602481; in the data active = inhibition above about 40%; inconclusive = no clear call, values can overlap the other calls
FadD28 binding – M. tuberculosis FadD28 bisubstrate binding inhibition; FadD28 bisubstrate probe binding, fluorescence polarization; inhibition, % at 12.5 µM; 360,000 tested, 0.22% active; AID 588549; in the data active = inhibition above about 8.5%, passing the limit was not always enough; inconclusive = no clear call, values can overlap the other calls
Mtb FBA inh – inhibitors of M. tuberculosis fructose-bisphosphate aldolase | purified M. tuberculosis FBA, fluorescence read-out | inhibition, % at 1 µM | AID 588726 | 360,000 tested, 2.3% active | P9WQA3; in the data active = inhibition above about 27%;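 also: 0% = vehicle and 100% = reference inhibitor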
Target sequence (P9WQA3 whole entry, looked up): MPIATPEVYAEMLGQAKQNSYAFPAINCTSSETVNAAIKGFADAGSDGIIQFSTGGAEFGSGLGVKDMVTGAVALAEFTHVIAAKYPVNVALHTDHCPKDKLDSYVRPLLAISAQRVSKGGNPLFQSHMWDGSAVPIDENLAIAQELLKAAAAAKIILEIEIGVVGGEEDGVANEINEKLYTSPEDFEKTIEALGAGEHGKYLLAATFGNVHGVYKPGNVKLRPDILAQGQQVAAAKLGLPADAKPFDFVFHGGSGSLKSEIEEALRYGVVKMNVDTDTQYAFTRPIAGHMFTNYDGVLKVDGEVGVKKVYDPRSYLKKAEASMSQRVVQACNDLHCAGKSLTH
UGM FP inh – Mtb UDP-galactopyranose mutase inhibition; AID 504406; P9WIQ1; purified UGM, fluorescence polarization probe displacement; 320,000 tested, 0.06% active; inhibition, % at 10 µM; in the data active = inhibition above about 10%, passing the limit was not always enough; inconclusive = no clear call, values can overlap the other calls
Target sequence (P9WIQ1 whole entry, looked up): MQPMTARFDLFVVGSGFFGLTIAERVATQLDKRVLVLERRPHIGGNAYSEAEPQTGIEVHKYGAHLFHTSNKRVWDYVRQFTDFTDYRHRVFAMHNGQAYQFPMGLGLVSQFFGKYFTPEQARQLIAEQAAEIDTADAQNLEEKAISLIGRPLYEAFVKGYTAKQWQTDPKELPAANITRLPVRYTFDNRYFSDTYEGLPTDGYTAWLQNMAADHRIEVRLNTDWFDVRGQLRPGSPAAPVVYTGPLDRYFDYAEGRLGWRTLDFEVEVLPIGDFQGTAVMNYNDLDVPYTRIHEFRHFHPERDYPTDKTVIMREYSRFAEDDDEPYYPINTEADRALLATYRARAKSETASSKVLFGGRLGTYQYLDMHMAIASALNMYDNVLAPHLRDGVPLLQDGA
BoNT A protease – inhibitors of Botulinum neurotoxin A light chain protease | multiplex microsphere protease substrate cleavage, flow cytometry | inhibition, % at 10 µM | 360,000 tested, 0.17% active; in the data active = inhibition above about 30%; inconclusive = no clear call, values can overlap the other calls; also: plate controls were buffer without enzyme for full effect and enzyme alone for no effect
CCHFV vOTU inh – blocks the CCHF virus ovarian tumor domain protease. 370,000 tested, 0.55% active. inhibition, % at 11.5 µM. CCHFV vOTU protease, Pep-AMC fluorescence. AID 651958; also: 0% = vehicle wells with enzyme and 100% = no enzyme wells
PrPC surface inh – inhibitors of human cell surface prion protein PrPC; TR-FRET read-out; inhibition, % at 13.8 µM; 370,000 tested, 0.43% active; AID 720596; in the data active = inhibition above about 24%; also: 0% = median of the test wells and 100% = reference compound wells
GDH-TPI counter – inhibits GDH-TPI coupling enzymes, artifact for Mtb FBA screen | inhibition, % at 4.8 µM | AID 588335 | GDH-TPI coupled enzyme counterscreen, NADH absorbance | 360,000 tested, 1.2% active;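 also: 0% = DMSO wells and 100% = wells lacking the enzyme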
* = called active by the depositor; ? = inconclusive; . = not tested or not shown; & = joins results of further samples. Rule as the data show it, unless noted: active = inhibition above about 30%; inactive = the rest.

SMILES	BoNT-F LC inh	BioA inh	FadD28 binding	Mtb FBA inh	UGM FP inh	BoNT A protease	CCHFV vOTU inh	PrPC surface inh	GDH-TPI counter
COCCN1C(=O)CCC1(C)C(=O)Nc1ccc2c(c1)OCCO2 (stereo not drawn)	3	3.4	-0.2	0	.	-0.5	7	-4	.
CSc1nc(N)c2c(n1)OC(N)=C(C#N)C2c1cccnc1 (stereo not drawn)	-3	.	0.2	-3	-0.8	0.3	8	5	4
COc1ccc(NC(=O)CCC(=O)OCC(=O)c2ccc(Oc3ccc([N+](=O)[O-])cc3)cc2)cc1	-5	.	-2.5	-3	-3.2	0.1	4	-11	9
COc1ccc([C@H]2C[C@@H](n3cc(COC(=O)c4ccccc4)nn3)[C@H](O)CN2C(=O)C2CCCCC2)cc1	2	-0.6	-1.7	4	.	-0.1	12	-7	9
CC1(CCc2ccccc2)NC(=S)N(c2ccccc2)N1 (stereo not drawn)	1	.	2.1	0	2.0	-0.7	1	3	-2
CCOC(=O)N1CCN(Cc2nc3ccc([N+](=O)[O-])cc3c(=O)n2-c2ccc(OC)cc2OC)CC1	20	.	1.8	3	-1.0	2.0	20	-28	14
COc1ccc2c(C)cc(SCc3c(C)noc3C)nc2c1	2	6.9	-0.5	4	-3.5	4.0	-4	67*	10
O=C(Nc1ccc(Cl)cc1)c1csc(Cc2ccccc2)n1	-6	.	-3.1	-2	-0.3	0.0	-7	0	2
CC(C)(C)Cc1c(-c2cccc(Br)c2)nc2ccc(Br)cn12	-21	-0.6	-1.5	2	.	3.3	24	1	.
O=C(c1ccccc1)c1ccccc1C(=O)N1CCN(C(=O)c2ccccc2)CC1	3	.	-0.5	-5	-0.3	-0.5	-1	0	-4
CCC(C)Oc1cccc(OCCCCN2C(=O)NC(C)(C)C2=O)c1 (stereo not drawn)	4	-0.4	-0.6	1	2.1	-0.5	1	-1	5
O=C(C1CC(=O)N(C2CCCCCCC2)C1)N1CCC2(CC1)OCCO2 (stereo not drawn)	-10	.	-3.2	-1	3.0	-8.3	2	-4	-8

Shown with two lines to a compound: three of the compounds above
Results follow in this order: BoNT-F LC inh	BioA inh	FadD28 binding	Mtb FBA inh	UGM FP inh	BoNT A protease	CCHFV vOTU inh	PrPC surface inh	GDH-TPI counter
O=C(Nc1ccc(Cl)cc1)c1csc(Cc2ccccc2)n1
  -6	.	-3.1	-2	-0.3	0.0	-7	0	2
CC(C)(C)Cc1c(-c2cccc(Br)c2)nc2ccc(Br)cn12
  -21	-0.6	-1.5	2	.	3.3	24	1	.
O=C(c1ccccc1)c1ccccc1C(=O)N1CCN(C(=O)c2ccccc2)CC1
  3	.	-0.5	-5	-0.3	-0.5	-1	0	-4

Following part
SMILES	BoNT-F LC inh	BioA inh	FadD28 binding	Mtb FBA inh	UGM FP inh	BoNT A protease	CCHFV vOTU inh	PrPC surface inh	GDH-TPI counter
COC(=O)C1=C(C)Nc2nc(SCc3ccccc3)[nH]c(=O)c2C1c1cccs1 (stereo not drawn)	-3	-0.9	-1.5	6	0.8	-0.1	7	-1	12
COc1cccc(NC2SC(=O)N(c3ccccc3)C2=O)c1 (stereo not drawn)	-1	-0.7	-3.7	-1	1.5	0.1	6	22	-1
CC(C(=O)NCc1ccccc1)N1C(=O)c2ccccc2C1=O (stereo not drawn)	-7	-0.1	-1.3	0	0.1	-2.0	-11	7	13
O=C1CCC(C(=O)N2CCCCO2)CN1Cc1cccc(F)c1 (stereo not drawn)	1	-1.0	-3.2	-6	1.0	-1.6	14	5	6
COC(=O)c1ccc2ccccc2c1OC1OC(CO)C(O)C(O)C1NC(C)=O (stereo not drawn)	-20	-2.6	1.0	3	-2.0	-1.4	-14	-1	8
O=C(COC(=O)CCCN1C(=O)c2ccccc2C1=O)Nc1cc(Cl)cc(Cl)c1	-6	-1.9	-9.4	-5	-0.8	-0.4	-13	-7	-6
CC1CCC(C(C)C)C(OC(=O)Cn2c(-c3ccc(Br)cc3)[n+](C)c3ccccc32)C1 (stereo not drawn)	-2&-4	9.4	-6.6&-1.8	1&3	2.7&1.4	-0.5&-0.4	12&10	-3&5	12&0
COc1cccc2sc3cc(C#CC4(O)CCCCC4)ccc3c(=O)c12	-4	-2.2	-0.5	15	-0.7	1.1	27	0	1
CC1(C)COC(c2cc([N+](=O)[O-])ccc2Cl)=N1	-4	0.1	-0.8	2	.	-0.3	8	-15	-1
N#CCC(=O)Nc1ccc(C(=O)OCC(=O)NCc2ccc3c(c2)OCO3)cc1	-2	.	-6.6	-4	-1.2	0.6	14	0	-7
O=C(CSc1nnc(CNC(=O)c2c(F)cccc2F)o1)c1ccc(Cl)cc1	4	1.0	-4.7	-2	.	0.0	0	0	0
CCC(C)N1CCN(S(=O)(=O)c2ccc(NC(C)=O)cc2)CC1 (stereo not drawn)	8	.	1.0	3	3.0	1.2	-9	1	8
COc1cccc(C(=O)Nc2cc(C(=O)NCc3ccc(C)cc3)ccc2N2CCC3(CC2)CC(c2ccccc2)=NO3)c1	-3	-0.1	-3.2	-2	1.0	-0.6	14	-1	9
Cc1cc2c(cc1S(=O)(=O)N1CCCC1)n(C)c(=O)c(=O)n2C	-13	0.9	-3.8	2	-1.2	-0.7	17	-4	10
O=C(COC(=O)C12CC3CC(CC(C3)C1)C2)Nc1ncc(Cl)cc1Cl	7	0.2	0.2	1	-1.3	?	-11	0	14
COc1cc(C)ccc1OCc1cc(C(=O)N2C[C@H]3CC[C@H]2C3)no1	0	-0.1	-3.6	3	1.6	-1.0	11	1	-1
CC(C)C[C@H]1CN(CCCC[C@@H]2CNC(=O)C(=O)N2CC2CCCCC2)C(=O)C(=O)N1CCc1ccc(O)cc1	-1	.	.	.	.	-0.4	-1	9	.
O=C(OCC(=O)N1CCN(C(=O)c2ccco2)CC1)c1cccc(F)c1	-1	7.0	-1.5	5	.	0.4	3	3	9
O=C(COC(=O)c1cncc(Br)c1)Nc1nnc(-c2ccccc2)o1	-6	3.9	-3.1	2	0.0	0.0	17	-2	-9
C#CCN1C(=O)C(O)(CC(=O)c2ccc3c(c2)OCCO3)c2ccccc21 (stereo not drawn)	-4	-0.5	2.2	2	-0.2	0.1	11	-4	10
CC(=O)Oc1ccc(C)cc1N1C(=O)c2ccc(C(=O)O)cc2C1=O	.	-1.4	-0.6	2	-1.9	.	7	-5	3
CCNc1nc(NC(C)C)nc(N(C#N)CCOc2ccccc2)n1	-12	1.4	-2.1	-4	-0.5	0.2	17	13	5
O=c1cc(C(Cl)(Cl)Cl)oc2c1ccc1ccccc12	14	-1.5	-4.8	-1	1.2	1.0	-6	7	0
CCN(CC)c1ccc(NC(=O)Nc2cccc(C(C)=O)c2)cc1	-13	-0.5	1.8	8	0.9	4.7	-3	4	9

Filtered by structure, the entries above containing an aryl thioether with sulfur outside any ring.
SMILES	BoNT-F LC inh	BioA inh	FadD28 binding	Mtb FBA inh	UGM FP inh	BoNT A protease	CCHFV vOTU inh	PrPC surface inh	GDH-TPI counter
CSc1nc(N)c2c(n1)OC(N)=C(C#N)C2c1cccnc1 (stereo not drawn)	-3	.	0.2	-3	-0.8	0.3	8	5	4
COc1ccc2c(C)cc(SCc3c(C)noc3C)nc2c1	2	6.9	-0.5	4	-3.5	4.0	-4	67*	10
COC(=O)C1=C(C)Nc2nc(SCc3ccccc3)[nH]c(=O)c2C1c1cccs1 (stereo not drawn)	-3	-0.9	-1.5	6	0.8	-0.1	7	-1	12
O=C(CSc1nnc(CNC(=O)c2c(F)cccc2F)o1)c1ccc(Cl)cc1	4	1.0	-4.7	-2	.	0.0	0	0	0

New compounds follow
SMILES	BoNT-F LC inh	BioA inh	FadD28 binding	Mtb FBA inh	UGM FP inh	BoNT A protease	CCHFV vOTU inh	PrPC surface inh	GDH-TPI counter
N#Cc1c(-c2ccco2)nc(NCC2CCCO2)[nH]c1=O (stereo not drawn)	3	-0.6	-4.5	-3	-1.9	0.3	3	22	0
Cc1ccccc1OCC(=O)Nc1ccc2c(c1)OCCO2	4	.	1.6	-3	2.7	-1.3	-5	0	4
NC(=O)N/N=C1\c2ccccc2-c2c(C(N)=O)cccc21	-7	-3.1	-2.8	-1	0.3	-2.6	12	-10	24
COc1ccc2c3c1OC1CC(O)C=CC31CCN(C)C2 (stereo not drawn)	-15&-4	-2.0&-0.8	-3.5&-1.4	-1&5	-0.9&-1.7	-3.8&-0.6	9&-4	7&-1	1&11
CC(=O)NC(c1cccs1)c1cc(Br)c2cccnc2c1O (stereo not drawn)	4	-1.4	-0.9	-2	.	3.5	-12	9	5
NC(=O)c1ccc(NC(=O)COC(=O)CCc2ccc(S(=O)(=O)N3CCCCC3)cc2)cc1	-8	0.1	-4.2	1	-1.8	0.0	5	3	-8
O=C(O)C1CCCN(S(=O)(=O)c2cccc3cccnc23)C1 (stereo not drawn)	-9	-2.6	-1.8	4	0.4	-0.3	8	5	10
O=C(Nc1cccnc1)c1noc2c1CCCC2	-14	1.7	0.4	3	.	-11	5	6	1
Cc1ccc2c(c1)C(=O)CC(c1ccccc1)S2 (stereo not drawn)	-6	-0.1	.	3	.	0.0	7	-2	5
O=S(=O)(Nc1nc2ccccc2s1)c1cc(F)ccc1F	1	0.5	-3.2	-7	0.8	0.3	20	9	-2
C[C@@]12CCC=C[C@H]1[C@H](c1ccc(/C=C/c3ccccc3)cc1F)N(Cc1ccccc1)C2=O	-4	0.4	-0.8	1	3.4	-0.7	5	-1	6
CCOC(=O)c1ccc(S(=O)(=O)NNC(=O)COc2cccc(C)c2)cc1	-2	2.1	0.1	0	-0.9	-0.1	6	-2	8
CCc1cc2c3c(c1)C(C)CC(C)(C)N3C(=O)/C2=C1\SC(=O)NC1=O (stereo not drawn)	.	0.9	1.3	1	2.9	.	-14	4	1
CC1=NN(C(N)=S)C(C)(C)C1	?	.	-3.3	-1	2.8	?	-3	11	-3
CC(=O)N1CCN(S(=O)(=O)c2cccc(C(=O)N(C)Cc3ccc(C)o3)c2)CC1	-22	-0.7	-2.6	-2	.	-10	0	5	-3
Cc1ccc(OC(=O)CCC(=O)Nc2ccc(Br)cc2)cc1	-3	2.6	-3.0	-2	-1.7	-0.4	-20	8	0
O=C(COC(=O)CCC(=O)c1ccc(Cl)cc1)NC1CC1	-6	.	-1.8	2	0.7	-1.0	-5	-3	2
O=C1N=C(N2CCCCC2)S/C1=C\c1ccc(Br)cc1	?	-0.7	-3.3	-1	-0.4	1.1	-12	6	-2
Cc1ccc(S(=O)(=O)N2C(=O)CCC2C(=O)O/N=C(\N)c2ccc([N+](=O)[O-])cc2)cc1 (stereo not drawn)	-6	-1.1	-4.7	-4	-2.6	1.3	-12	-10	-4
Cc1nn(CC(=O)O)c(C)c1N	7	-0.2	-4.5	-3	-0.3	-0.1	3	-4	-3
Cn1c(=O)c2c(nc(N3CCOCC3)n2C)n(C)c1=O	2	-0.8	-4.1	-2	1.5	0.9	2	-4	-11
COc1cc(/C=C/C(=O)Nc2ccc(OC)c(S(=O)(=O)N3CCOCC3)c2)ccc1OCC#N	-2	-0.3	-2.7	0	1.8	-0.2	13	6	35*
COc1cc(/C=N/O)c(Br)cc1OCC(=O)Nc1ccccc1C	3	-0.8	-4.8	-1	-1.2	0.3	-5	-3	4
Cn1ccc(C(=O)Nc2ccc(Br)cc2Br)n1	-4	.	-0.4	1	2.1	-0.1	8	-1	8
CC(=O)Nc1ccc(CN2CCC(Oc3ccc(C(=O)N4CCCC4)cc3)CC2)cc1	14	-5.5	-2.5	6	0.2	2.2	-3	-5	8
CC(=O)Nc1cccc(-c2ccnc3c2CC(C)(C(=O)Nc2ccc(Cl)c(C(F)(F)F)c2)O3)c1 (stereo not drawn)	-10	0.2	0.2	-4	.	-0.7	6	2	3
O=C(Nc1ccc2nc(SCc3ccc(Cl)cc3)sc2c1)c1ccccc1C(=O)N1CCOCC1	.	-3.9	-0.9	-1	-3.8	.	6	9	10

Structures listed so far that contain a COOH group, in the order listed:
SMILES	BoNT-F LC inh	BioA inh	FadD28 binding	Mtb FBA inh	UGM FP inh	BoNT A protease	CCHFV vOTU inh	PrPC surface inh	GDH-TPI counter
CC(=O)Oc1ccc(C)cc1N1C(=O)c2ccc(C(=O)O)cc2C1=O	.	-1.4	-0.6	2	-1.9	.	7	-5	3
O=C(O)C1CCCN(S(=O)(=O)c2cccc3cccnc23)C1 (stereo not drawn)	-9	-2.6	-1.8	4	0.4	-0.3	8	5	10
Cc1nn(CC(=O)O)c(C)c1N	7	-0.2	-4.5	-3	-0.3	-0.1	3	-4	-3
